LYPLA1 counter = counter-screen for PME1 inhibitors: inhibitors of human LYPLA1. 320,000 tested, 0.16% active. AID 2174. recombinant LYPLA1, FP-Rh probe fluorescence polarization. inhibition, % at 5.9 µM. O75608;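 active = inhibition above the mean of all tested compounds plus 3 SD, set per campaign, cut at about 14% in these data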;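 also: inhibitors block serine hydrolase probe labeling of LYPLA1 so polarization falls; 0% = enzyme with DMSO and 100% = wells lacking LYPLA1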
PAD4 inh = PAD4 (human) enzyme inhibition. Q9UM07. recombinant PAD4, RCA probe fluorescence polarization. inhibition, % at 6.36 µM. 330,000 tested, 0.41% active. AID 485272;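 active = percent inhibition above a cutoff equal to the mean of all tested compounds plus 3 SD, cut at about 15% in these data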;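 also: 0% = PAD4 with RCA probe and DMSO and 100% = probe without PAD4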
LYPLA2 counter = counter-screen for PME1 inhibitors: inhibitors of human LYPLA2. O95372. recombinant LYPLA2, FP-Rh probe fluorescence polarization. inhibition, % at 5.9 µM. 320,000 tested, 0.38% active. AID 2177;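 active = inhibition above the screen-wide mean plus 3 SD, limit set per campaign, cut at about 26% in these data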;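 also: 0% = LYPLA2 with DMSO and 100% = wells lacking LYPLA2 enzyme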
Target sequence (O95372 whole entry, looked up): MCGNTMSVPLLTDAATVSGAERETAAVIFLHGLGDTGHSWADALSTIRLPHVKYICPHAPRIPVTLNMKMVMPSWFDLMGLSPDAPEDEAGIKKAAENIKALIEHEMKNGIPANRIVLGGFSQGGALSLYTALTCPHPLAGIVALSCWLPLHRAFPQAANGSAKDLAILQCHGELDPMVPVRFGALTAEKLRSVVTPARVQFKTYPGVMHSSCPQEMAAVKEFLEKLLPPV
PAFAH2 FP inh = inhibitors of human PAFAH2 | 340,000 tested, 0.99% active | AID 492956 | inhibition, % at 3.39 µM | recombinant PAFAH2, FP-rhodamine activity probe, fluorescence polarization;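 active = inhibition above the mean over all tested compounds plus 3 SD, cut at about 30% in these data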;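 also: inhibitors block probe labeling of enzyme so polarization drops; 0% = enzyme with DMSO and 100% = wells lacking PAFAH2 protein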
PAFAH1B2 inh = PAFAH1B2 (human) inhibition. P68402. recombinant PAFAH1B2, FP-rhodamine activity probe, fluorescence polarization. inhibition, % at 3.39 µM. 340,000 tested, 1.2% active. AID 492953;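 active = inhibition above the mean of all tested compounds plus 3 SD, cut at about 24% in these data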;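 also: 0% = enzyme with DMSO and 100% = wells lacking PAFAH1B2; many of its hits are not listed in these tables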
GSTO1 counter = GSTO1 inhibition, counter-screen for RBBP9 inhibitors; P78417; AID 1974; recombinant GSTO1, activity-based probe fluorescence polarization; 300,000 tested, 1.1% active; inhibition, % at 5.96 µM;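 active = inhibition above the campaign mean inhibition plus 3 SD, cut at about 35% in these data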;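 also: 0% = GSTO1-1 with DMSO and 100% = wells lacking GSTO1-1 enzyme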
Target sequence (P78417 whole entry, looked up): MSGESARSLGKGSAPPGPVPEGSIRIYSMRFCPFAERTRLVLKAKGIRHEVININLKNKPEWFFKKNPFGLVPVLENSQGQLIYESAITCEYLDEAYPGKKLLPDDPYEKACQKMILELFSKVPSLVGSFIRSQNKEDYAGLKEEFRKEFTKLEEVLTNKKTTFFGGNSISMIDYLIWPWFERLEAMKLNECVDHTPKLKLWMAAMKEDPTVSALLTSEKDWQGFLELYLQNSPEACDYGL
PAFAH1B3 FP inh = inhibitors of human PAFAH1B3; 340,000 tested, 0.28% active; recombinant PAFAH1B3, FP-rhodamine probe, fluorescence polarization; Q15102; inhibition, % at 3.39 µM;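 active = inhibition above the screen-wide average of all tested compounds plus 3 SD, cut at about 25% in these data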;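 also: 0% = enzyme with DMSO only and 100% = wells lacking PAFAH1B3 protein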
Target sequence (Q15102 whole entry, looked up): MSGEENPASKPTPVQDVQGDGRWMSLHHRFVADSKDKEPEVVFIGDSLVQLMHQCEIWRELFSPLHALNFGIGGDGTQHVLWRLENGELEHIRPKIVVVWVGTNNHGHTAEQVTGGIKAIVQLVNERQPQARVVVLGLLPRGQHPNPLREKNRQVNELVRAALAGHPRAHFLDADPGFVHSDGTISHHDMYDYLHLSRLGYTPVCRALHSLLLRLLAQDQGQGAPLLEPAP
pPAFAH FP inh = inhibitors of human plasma PAF acetylhydrolase (pPAFAH); Q13093; recombinant pPAFAH, FP-rhodamine probe fluorescence polarization; inhibition, % at 3.39 µM; 330,000 tested, 1.5% active;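 active = inhibition above the mean inhibition across the screen plus 3 SD, cut at about 25% in these data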;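 also: inhibitors block binding of the rhodamine activity-based probe so polarization drops; 0% = enzyme with DMSO and 100% = wells lacking pPAFAH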
PREPL inh = human PREPL enzyme inhibition | Q4J6C6 | recombinant PREPL, fluorescence polarization activity-based probe | inhibition, % at 5.96 µM | 320,000 tested, 0.68% active; in the data active = inhibition above about 43%;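 also: 0% = enzyme with DMSO and 100% = wells lacking enzyme; many of its hits are not listed in these tables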
* marks the source's active call; other numbers are inactive results; . = no result given. Some of the compounds tested. The share of hits here may be higher or lower than overall.

Values run as follows: LYPLA1 counter	PAD4 inh	LYPLA2 counter	PAFAH2 FP inh	PAFAH1B2 inh	GSTO1 counter	PAFAH1B3 FP inh	pPAFAH FP inh	PREPL inh
C/C(=N\OCC(=O)Nc1nc2ccccc2s1)c1ccccc1
  -2	-3	-2	3	2	1	-6	1	-20
O=C(CCn1nc(-c2ccc(Cl)cc2)c2ccccc2c1=O)NCCN1CCOCC1
  -3	-2	5	-7	0	6	-3	-3	3
NC(=O)c1cc([N+](=O)[O-])ccc1NCc1cccc(N)c1
  2	2	14	4	-6	-2	4	4	4
COC(=O)CN1C(=O)[C@H]2[C@@H](c3ccc(C)o3)N3C(=O)CN(CCO)C(=O)[C@@]3(C)[C@H]2C1=O
  -2	8	-2	-2	5	7	12	0	-2
Cc1ccc(O)c(-c2cc(C(=O)Nc3ccc(S(=O)(=O)Nc4nccc(C)n4)cc3)[nH]n2)c1
  -16	6	-11	-9	1	-18	4	-8	16
CC1(C)COCN1C(=O)c1ccc(C#N)cc1
  5	4	6	10	-1	0	9	7	-3
CN1CCN(c2cc(C(F)(F)F)nc(-c3ccccn3)n2)CC1
  -4	-1	-5	-1	4	-2	3	0	-3
O=C(CN1C(=O)c2ccccc2S1(=O)=O)NCc1ccc(F)cc1
  5	-1	10	-3	8	0	5	0	3
CCOC(=O)c1oc2ccccc2c1CSc1nnnn1-c1ccccc1
  0	-3	11	2	7	0	15	26*	-33
CN(/N=C/c1cccs1)c1cc(=O)n(C)c(=O)[nH]1
  4	-5	-1	5	4	3	7	-5	4
CCCCC(=O)Nc1cccc(NC(=O)c2cccc([N+](=O)[O-])c2)c1
  4	-5	5	-5	9	17	4	9	0
CCOC(=O)C1=C(C)NC(C)=C(C(=O)OCC)C1C(=O)OCC(=O)NC
  2	-5	9	-1	3	-2	5	1	-1
COc1ccc(CCNC(=O)CSCc2ccc([N+](=O)[O-])cc2)cc1
  -5	-3	-11	-1	13	-1	9	9	2
CCOc1ccc(Nc2nnc(Cc3ccc(OC)cc3)c(=O)[nH]2)cc1
  -2	-4	-6	-7	3	-4	-3	4	3
O=C(NCC1CCCO1)C1CCC(CNS(=O)(=O)c2ccccc2)CC1 (configuration not stated)
  4	1	10	-7	6	2	5	3	12

Record cards, as listed above. Order of values: LYPLA1 counter	PAD4 inh	LYPLA2 counter	PAFAH2 FP inh	PAFAH1B2 inh	GSTO1 counter	PAFAH1B3 FP inh	pPAFAH FP inh	PREPL inh
Results for C/C(=N\OCC(=O)Nc1nc2ccccc2s1)c1ccccc1 → -2	-3	-2	3	2	1	-6	1	-20
Results for CCOC(=O)c1oc2ccccc2c1CSc1nnnn1-c1ccccc1 → 0	-3	11	2	7	0	15	26*	-33
Results for CCCCC(=O)Nc1cccc(NC(=O)c2cccc([N+](=O)[O-])c2)c1 → 4	-5	5	-5	9	17	4	9	0

Next entries follow.
Values run as follows: LYPLA1 counter	PAD4 inh	LYPLA2 counter	PAFAH2 FP inh	PAFAH1B2 inh	GSTO1 counter	PAFAH1B3 FP inh	pPAFAH FP inh	PREPL inh
CC1CCc2nc3ccccc3c(C(=O)OCC(=O)N3CCc4ccccc43)c2C1 (configuration not stated)
  -4	-2	-9	1	3	-4	8	0	-7
O=C(NC1CCCCCC1)c1ccc[nH]c1=S
  -2	-3	3	0	6	7	10	-3	3
CCCCCN(C(=O)CCC(=O)OCc1ccccc1F)c1c(N)n(CCCC)c(=O)[nH]c1=O
  1	-3	0	6	-2	-8	-5	0	14
Cn1c(C(=O)NCCN2CCc3ccccc3C2)cc2c(=O)n(C)c3ccccc3c21
  -1	-2	-9	4	6	7	6	3	-2
COc1ccccc1-c1nn(Cc2ccccc2)cc1/C=C/C(=O)O
  -5	1	-1	4	4	7	9	2	-5
S=c1[nH]nc(COc2ccc(Cl)cc2)n1Cc1ccccc1
  -1	7	12	-3	11	2	0	2	-28
COC(=O)/C=C1/S/C(=N/N=C/c2ccc(N(C)C)cc2)NC1=O
  2	3	-3	.	.	8	.	7	4
O=C1CC(C(=O)NC2CCCCC2)C2(CCCCC2)O1 (configuration not stated)
  -1	-1	4	0	4	5	6	1	3
C#CCSc1nc(Cc2ccc(Cl)cc2)nc2ccccc12
  -6	-1	-6	-7	5	0	7	-1	-12
O=C(Cc1ccccc1[N+](=O)[O-])Nc1ccc2c(c1)OCCO2
  2	-5	5	4	2	3	11	5	-2
CS(=O)(=O)N(CCc1ccccc1)CC(=O)Nc1ccc(Br)cc1F
  -3	1	0	9	6	-7	5	-4	1
Cc1c(C(=O)OCC(=O)N2CCCC(C)C2)oc2ccccc12 (configuration not stated)
  2	-1	-1	6	3	11	10	2	7
CCn1c(=O)n(CC)c2cc(N3CCCC3)c(NC(=O)c3ccc(C)c([N+](=O)[O-])c3)cc21
  2	0	5	9	-3	2	-1	4	23
Cc1cc(N/C=C/C(=O)c2cccc3ccccc23)no1
  1	-1	7	-3	-4	-1	3	-1	6
O=C(CSc1nnc(-c2ccc(NS(=O)(=O)c3ccccc3)cc2)o1)NCC1CCCO1 (configuration not stated)
  -3	-6	-12	-6	0	4	-2	6	5
CCn1c(SCC(=O)Nc2nc(-c3ccccc3)cs2)nnc1-c1ccccc1
  -11	-12	-13	2	-2	0	-9	-1	-3
COc1ccc(C(CC(=O)Nc2ccc(C)cn2)N2Cc3ccccc3C2=O)cc1 (configuration not stated)
  2	0	3	2	0	1	3	3	1
COC(=O)N/N=C(\C)c1cccc(C(F)(F)F)c1
  -3	-1	-1	-6	3	2	13	1	-5
CCCCS(=O)(=O)N1CCCC(C(=O)Nc2ccc3c(c2)CCC3)C1 (configuration not stated)
  3	-4	-5	-6	4	-1	6	7	1
COc1ccc(CNC(=O)C2CCN(C(=O)c3ccco3)CC2)cc1
  -1	-7	4	-11	-4	-4	1	6	-6
Fc1ccccc1-c1nc2ncccc2o1
  0	-2	5	-3	-1	7	1	3	2
COc1ccc(C(=O)Cn2nnc(-c3ccccc3F)n2)cc1
  1	-3	20	-1	1	-4	1	-3	13
CCN(CC)CCN(C(=O)C1=COCCO1)c1nc2cc3c(cc2s1)OCO3
  0	-1	3	0	6	-8	3	4	18
Cc1ccc(S(=O)(=O)Nc2cccc(N(C)S(C)(=O)=O)c2)cc1[N+](=O)[O-]
  -2	-3	1	4	5	7	5	3	1
CC(C)n1ncc2c(C(=O)O)cc(C3CC3)nc21
  3	3	4	-1	5	6	10	3	-10
CC(C)(C)c1ccc(C(=O)N/C(=C\c2ccco2)C(=O)Nc2ccccc2C(=O)O)cc1
  -8	-1	-6	11	11	-35	-1	12	12
NC(=O)C1=C[C@@H](c2csc3ccccc23)C[C@@H](OCc2ccc(CO)cc2)O1
  -3	-2	3	5	-3	-2	-5	7	3
NC(=O)SCC(=O)Nc1cccc(Cl)c1
  -1	5	4	-11	-2	-10	6	1	11
Cc1[nH]n(-c2ccccc2)c(=O)c1C=NCc1ccncc1
  1	-2	2	-6	-2	-8	3	2	3
C[C@H](OC(=O)n1ccnc1)[C@@H]1O[C@@]2(C)CCC[C@@H]1O2
  2	-5	4	-4	1	.	3	1	-3
O=C(CCN1CCCCC1)N/N=C/c1c[nH]c2ccccc12
  -1	2	2	-1	3	4	3	8	5
N#CCC(=O)Nc1ccc(C(=O)N2CCN(S(=O)(=O)c3ccc4ccccc4c3)CC2)cc1
  -24	-8	-40	-12	0	-3	-10	2	-20
Cn1c(CNC(=O)c2ccc3c(c2)OCO3)nnc1SCC(=O)Nc1ccccc1F
  1	-2	2	2	3	8	6	1	-5
CC(NCc1ccccc1O)c1ccccc1 (configuration not stated)
  5	-4	-1	5	2	1	0	2	-3
COc1ccc(S(=O)(=O)N2CCCC(C(=O)NC3CCCCC3)C2)cc1 (configuration not stated)
  3	-2	6	8	3	1	6	-2	-4
N#C/C(=C\c1ccccc1C(F)(F)F)C(=O)Nc1ccccc1
  -3	1	-1	7	2	-3	2	2	-1
CCC(=O)Nc1cccc(NC(=S)NC(=O)c2ccccc2Cl)c1
  -1	2	6	-2	-2	-4	3	1	-7
CCOC(=O)Cn1nc(NC(=O)c2cc(OC)cc(OC)c2)cc1C
  -4	-2	-2	7	2	-2	3	6	1
CC(=O)NC(CCS(C)(=O)=O)C(=O)Nc1cc(C)ccc1C (configuration not stated)
  0	4	-6	1	4	-4	4	6	-2
Cc1ccc(C)c(N2N=C(C(=O)Nc3cccc(S(=O)(=O)N4CCCCC4)c3)CCC2=O)c1
  0	-1	1	2	-2	.	2	-1	18
COc1ccc(CCNC(=O)CCNC(=O)c2ccco2)cc1OC
  4	-2	3	1	-4	4	1	2	11
COC(=O)NNC(=O)c1ccc(C)cc1
  -2	2	0	-4	3	1	8	5	5
Cc1cc(NC(=O)CSc2nnc(C(C)N(C)C)n2-c2ccc(F)cc2)no1 (configuration not stated)
  2	3	2	0	2	3	3	3	-10
COc1ccc(CNC(=O)CCCC(=O)Nc2cccc(Br)c2)cc1
  0	-2	7	4	7	3	12	2	17
CCN(CC(=O)Nc1c(F)cccc1F)C(=O)/C=C/c1c(C)nn(-c2ccc(F)cc2)c1C
  -1	1	6	2	-3	-14	11	-1	-3
COc1cc(NC(=O)CN(C)Cc2cccc(F)c2)c(C)cc1[N+](=O)[O-]
  -2	-2	6	2	-2	-3	15	1	7

Screens as filed in PubChem.
